Screening data deposited in PubChem by NCI.
NCI-60 one-dose screen, 48 h, at 10 µM unless noted. Numbers give growth in % (100 = growth as untreated, 0 = no growth, -100 = all killed).
T-47D: T-47D breast cancer | 79,000 tested, 5% active | AID 1794792
K-562: K-562 leukemia | AID 1794777 | 78,000 tested, 7.4% active
BT-549: BT-549 breast cancer; 78,000 tested, 4.4% active; AID 1794793
MOLT-4: MOLT-4 leukemia cells | 80,000 tested, 6.9% active | AID 1794779
SR: SR leukemia cells; AID 1794780; 73,000 tested, 8.7% active
MDA-MB-468: MDA-MB-468 breast cancer; 78,000 tested, 8.5% active; AID 2202374
MCF7: MCF7 breast cancer; 82,000 tested, 6.3% active
MDA-MB-231: MDA-MB-231 breast cancer. 81,000 tested, 5% active. AID 1794789
Starred values were filed as active, the others as inactive; · = not tested or not shown; & = joins results of further samples; [ ] = another dose, or the depositor's remark. How the source made its calls: active means growth percent below 10; inactive means the rest.

1	CCOC(=O)c1ccccc1C
2	CC1(C)CC(=O)C2=C(C1)N(CCc1ccc(S(N)(=O)=O)cc1)C1=C(C(=O)CC(C)(C)C1)C2c1cccs1
3	COc1ccc(CCNC(=O)c2c(C)n([O-])c3ccc(F)cc3[n+]2=O)cc1
4	COc1ccc(-c2nc(NN3C(=O)C=CC(=O)OC3c3ccc([N+](=O)[O-])cc3)[nH]c(=O)c2Br)cc1 (stereo not drawn)
5	Cc1ccc(Cl)cc1[N+](=O)[O-]
6	C/C(=N\N=C\c1cccc([N+](=O)[O-])c1)c1nnn(-c2ccc(Cl)cc2)c1C
7	COC(=O)C1=Nc2cc(OC)cc(OC)c2/C1=C\c1sc(N2N=C(c3ccccc3)CC2c2ccc(N(C)C)cc2)nc1O (stereo not drawn)
8	C#CC(C)(O)[C@@H]1C[C@H](CC(=O)O)C1(C)C (stereo partly drawn)
entry no.	1	2	3	4	5	6	7	8
MCF7	101.0	92.0	99.3	94.2	104.5	72.2	96.4	94.0
MDA-MB-231	111.7	102.8	103.6	102.6	118.2	107.9	96.0	113.2
T-47D	111.2	98.6	108.4	100.4	101.2	94.7	89.9	120.4
MDA-MB-468	114.0	98.7	·	112.2	111.3	88.8	·	114.0
BT-549	·	111.9	92.4	101.9	109.1	112.9	116.5	104.3
SR	94.7	104.6	85.5	102.7	95.4	97.7	91.1	88.9
K-562	101.3	100.1	92.0	99.7	106.2	99.8	100.0	118.2
MOLT-4	97.3	102.5	110.6	103.4	91.8	104.4	104.2	114.4

9	O=C1/C(=C/c2cccc(OCc3ccccc3)c2)Oc2cc(O)ccc21
10	COc1c2c(c(OC)c3occc13)OC(C)c1sc3nc(C)[nH]c(=O)c3c1-2 (stereo not drawn)
11	O=C1c2ccc3c4c(ccc(c24)C(=O)N1CCCNCc1ccccc1Cl)C(=O)N(CCCNCc1ccccc1Cl)C3=O
12	COc1ccc(/C=C/CO)cc1
13	COc1cc(/C=N/NC(=O)CSc2nc3ccccc3c(=O)n2CCc2ccc(S(N)(=O)=O)cc2)cc(OC)c1OC
14	Nc1ncnc2c1C(c1ccccc1)c1ccc3ccccc3c1O2 (stereo not drawn)
15	O=C(Nc1cccc2c1O[C@H](c1nn[nH]n1)CC2=O)c1ccc(OCCCCc2ccccc2)cc1
16	CN(C)c1ccc(/C=C/C=N/NC(=O)c2cc(O)c(O)c(O)c2)cc1
entry no.	9	10	11	12	13	14	15	16
MCF7	107.9	·	-78.2*	94.6	79.9	67.4	94.4	87.8
MDA-MB-231	90.2	69.9	16.7	97.9	83.0	89.1	123.1	85.4
T-47D	93.1	75.5	-25.5*	95.2	53.7	55.7	100.9	25.3
MDA-MB-468	99.2	105.4	-89.0*	95.0	110.9	86.5	114.5	89.1
BT-549	104.0	111.4	-69.0*	94.2	79.9	73.3	114.4	89.7
SR	·	109.9	-34.4*	83.9	65.3	55.1	98.6	32.9
K-562	92.6	116.3	-38.2*	107.3	47.1	70.0	103.0	27.1
MOLT-4	76.0	103.8	-24.4*	94.3	52.7	68.4	97.7	48.0

17	C#Cc1cccc(NC(=O)Nc2cccc(NC(=O)C=C)c2)c1
18	COc1c2c(c(OC)c3c1OCO3)S(=O)(=O)OC(C)C2 (stereo not drawn)
19	Cc1cc(N2CCOCC2)nc(N(CCNc2ccnc3cc(Cl)ccc23)Cc2cccs2)n1
20	NC1CCc2ccccc21 (stereo not drawn)
21	CC(C)NC(=O)OCc1c(COC(=O)NC(C)C)c(-c2ccc(Cl)c(Cl)c2)n2c1SCC2
22	COC(=O)c1cc(-c2ccc(OC)cc2)[nH]c1N/N=C/c1ccc(Cl)cc1
23	O=[N+]([O-])c1cccc(S(=O)(=O)OCn2ncc3ccc([N+](=O)[O-])cc32)c1
24	CO[C@H]1C[C@@H]2CC[C@@H](C)[C@@](O)(O2)C(=O)C(=O)N2CCCC[C@H]2C(=O)O[C@H]([C@H](C)C[C@@H]2CC[C@@H](OC(=O)C(C)(CO)CO)[C@H](OC)C2)CC(=O)[C@H](C)/C=C(\C)[C@@H](O)[C@@H](OC)C(=O)[C@H](C)C[C@H](C)\C=C/C=C/C=C/1C
entry no.	17	18	19	20	21	22	23	24
MCF7	83.5[8.25 µM]	100.6	18.2	98.6	32.2	102.8	104.0	5.5*
MDA-MB-231	83.8[8.25 µM]	93.4	-1.0*	113.7	·	109.3	90.4	24.8
T-47D	61.6[8.25 µM]	92.1	-29.6*	102.5	·	94.1	103.2	-6.2*
MDA-MB-468	64.5[8.25 µM]	105.0	-15.2*	108.7	-73.9*	·	85.8	0.2*
BT-549	70.8[8.25 µM]	77.2	-16.3*	84.8	21.7	137.8	111.8	0.9*
SR	16.4[8.25 µM]	97.6	-13.0*	·	·	95.5	100.4	3.7*
K-562	73.3[8.25 µM]	104.4	2.6*	103.0	34.1	88.6	100.2	18.3
MOLT-4	38.2[8.25 µM]	109.1	-9.2*	105.1	17.1	96.4	99.1	0.9*

25	O=C(CSc1n[nH]c(-c2ccncc2)n1)Nc1ccc(Cl)cc1
26	O=C(Nc1ccc(Nc2ccncc2)cc1)c1ccc(Nc2ccnc3ccc([N+](=O)[O-])cc23)cc1[N+](=O)[O-]
27	CC(Sc1nc2sc3c(c2c(=O)n1-c1ccc(Cl)cc1)CCCC3)C(=O)Nc1nc(-c2ccccc2)cs1 (stereo not drawn)
28	COC1CCC(N2C(=O)CNc3ncc(-c4ccc(C(C)(C)O)nc4)nc32)CC1 (stereo not drawn)
29	C=C(C)[C@@H]1CC[C@]2(C(=O)O)CC[C@]3(C)[C@H](CC[C@@H]4[C@@]5(C)C[C@@H](Cc6cn([C@@H]7O[C@H](CO)[C@@H](O[C@@H]8O[C@H](CO)[C@H](O)[C@H](O)[C@H]8O)[C@H](O)[C@H]7O)nn6)[C@H](O)C(C)(C)[C@@H]5CC[C@]43C)[C@@H]12
30	CN1c2ccccc2C(C)(C)C12C=Cc1cc(O)ccc1O2 (stereo not drawn)
31	Nc1c(C(=O)Nc2ccc(Cl)cc2)sc2nc3c(cc12)C(=O)CCC3
32	CCCCCCCCCCCCCCCCNC(=S)N/N=C/c1cccc2ccccc12
entry no.	25	26	27	28	29	30	31	32
MCF7	69.6	50.8	82.6	3.2*	82.2	5.5*	90.5	99.5
MDA-MB-231	88.1	94.9	95.1	14.2	103.4	60.9	107.9	114.1
T-47D	77.5	62.2	94.4	-24.0*	79.0	40.2	96.6	98.9
MDA-MB-468	96.2	21.7	87.7	-25.2*	92.6	4.1*	93.9	116.4
BT-549	66.9	38.8	101.7	-8.8*	103.4	33.2	97.4	109.2
SR	64.0	·	84.9	-1.0*	93.5	·	86.6	98.0
K-562	65.7	106.9	91.9	4.2*	93.7	12.0	90.5	105.3
MOLT-4	56.3	109.2	100.0	1.0*	91.0	-17.6*	94.0	98.3

33	COc1ccc(C2CC(=O)Nc3c2c(C)nn3-c2ccccc2)cc1 (stereo not drawn)
34	COc1ccc(Nc2nc(SCC(C)C)nc(-c3ccc(F)cc3)c2C#N)cc1
35	NS(=O)(=O)c1ccc(Nc2nc(N/N=C/c3ccc(-n4ccnc4)cc3)nc(Nc3ccccc3)n2)cc1
36	Cn1c(=O)c2c(nc(Nc3cc(=O)[nH]c(=O)[nH]3)n2CC(=O)Nc2ccc(S(N)(=O)=O)cc2)n(C)c1=O
37	Cc1ccc2nc(NC(=O)CSc3nc(-c4ccccc4)c(C#N)c(=O)[nH]3)sc2c1
38	CC(=O)C(C(C)=O)C(c1ccccc1)C(C(C)=O)C(C)=O
39	COc1ccc(CSc2nc3cc(OC)c(OC)cc3c(=O)n2-c2ccccc2OC)cc1
40	C/C(=N\Nc1ccc(S(N)(=O)=O)cc1)c1sc2nc3ccccc3n2c1C
entry no.	33	34	35	36	37	38	39	40
MCF7	102.2	29.1	109.9	95.8	89.9	90.2	98.4	96.0
MDA-MB-231	96.5	89.3	63.8	99.5	94.1	97.5	104.8	103.0
T-47D	97.5	65.0	137.9	103.3	85.1	102.5	96.1	91.1
MDA-MB-468	98.6	32.6	110.5	107.3	100.1	98.6	103.1	94.9
BT-549	100.4	75.5	123.1	108.4	98.9	104.9	104.3	114.8
SR	102.7	20.1	87.9	95.4	102.5	104.7	99.1	95.0
K-562	98.7	19.3	114.5	107.7	105.9	95.9	92.4	94.6
MOLT-4	100.3	57.2	125.4	94.9	107.5	104.3	92.1	98.9

41	O=C(CCCCCCN1CC(=O)N2[C@@H](c3cccc4c3CCO4)c3[nH]c4ccccc4c3C[C@H]2C1=O)NO
42	NC[C@H]1O[C@H](O[C@H]2[C@H](O)[C@@H](O[C@H]3O[C@H](CO)[C@@H](O)[C@H](N)[C@H]3O)[C@H](N)C[C@@H]2N)[C@H](N)C[C@@H]1O
43	CC(/C=C1\SC(=S)N(N2CCOCC2)C1=O)=C\c1ccccc1
44	COc1cc(CNC(=O)CCCC/C=C/C(C)C)ccc1OCc1nnc(SCCc2c[nH]c3ccccc23)o1
45	CCN1CCN(c2ccc3c4c(cccc24)C(=O)N(c2cccc(-c4nn(-c5ccccc5)cc4-c4nc5ccccc5s4)c2)C3=O)CC1
46	Cn1cc(C(=O)NCCC(=N)N)cc1NC(=O)CN=C(N)N
47	O=c1oc2ccc(Cl)cc2c(=O)n1-c1ccc(I)cc1F
48	CN(C)C(=S)SCC(N)=O
entry no.	41	42	43	44	45	46	47	48
MCF7	88.6	123.1	102.7	58.8	95.8	110.6	4.0*	89.9
MDA-MB-231	96.1	108.1	93.6	70.6	106.3	94.1	-20.5*	·
T-47D	92.1	·	97.6	43.0	119.1	109.5	-6.8*	·
MDA-MB-468	112.8	120.6	91.1	51.8	96.2	96.7	1.7*	103.3
BT-549	110.6	102.9	94.9	75.0	119.5	99.9	·	89.0
SR	75.9	106.6	120.4	49.3	39.9	104.1	·	·
K-562	92.6	102.7	103.1	40.7	10.3	133.7	7.7*	110.7
MOLT-4	92.7	100.8	104.3	29.2	81.5	103.4	-28.6*	110.4

49	COc1ccc(NC(=O)/C(=C/N2C(=O)/C(=C\C(C)=C\c3ccccc3)SC2=S)C(C)=O)cc1
50	OC[C@H](O)CN1[C@@H](CCc2ccc(O)cc2)CCC[C@H]1CCc1ccc(OCCF)cc1
51	Cn1c2c(c3ccccc31)CCCC2
52	CC12CCC3C4(C)COC(c5ccc([N+](=O)[O-])cc5)OC4CCC3(C)C1CC(C1=CCOC1=O)O2 (stereo not drawn)
53	O=C1c2ccc(S(=O)(=O)O)cc2C(=O)c2cc(S(=O)(=O)O)ccc21
54	C1CCC2(CC1)OCCO2
55	Nc1c(C(=O)c2ccc(Br)cc2)oc2nc(-c3cnccn3)cc(-c3cccs3)c12
56	COc1ccc(Cn2nc3c(c2-c2ccc(OC)c(OC)c2)-c2oncc2CC3)cc1
entry no.	49	50	51	52	53	54	55	56
MCF7	80.6	87.1	93.7&100.9	61.6	94.7	91.6	77.6	85.7
MDA-MB-231	95.6	104.8	110.8&95.4	86.5	111.4	102.0	100.8	83.7
T-47D	78.5	84.2	96.8&102.5	46.9	93.6	102.8	91.4	98.2
MDA-MB-468	106.8	118.3	110.7&107.7	62.7	110.7	103.8	99.4	99.0
BT-549	91.5	104.4	98.0&105.3	53.4	·	·	102.8	104.1
SR	81.5	83.3	102.7&97.0	89.1	98.5	95.6	91.7	82.4
K-562	93.6	86.6	86.2&91.8	66.5	104.6	101.0	92.7	92.3
MOLT-4	90.4	92.9	99.9&99.3	81.3	103.4	105.2	95.0	83.7

Compound profiles (already shown).
O=[N+]([O-])c1cccc(S(=O)(=O)OCn2ncc3ccc([N+](=O)[O-])cc32)c1 in the list: MCF7: 104.0; MDA-MB-231: 90.4; T-47D: 103.2; MDA-MB-468: 85.8; BT-549: 111.8; SR: 100.4; K-562: 100.2; MOLT-4: 99.1
Nc1c(C(=O)Nc2ccc(Cl)cc2)sc2nc3c(cc12)C(=O)CCC3 in the list: MCF7: 90.5; MDA-MB-231: 107.9; T-47D: 96.6; MDA-MB-468: 93.9; BT-549: 97.4; SR: 86.6; K-562: 90.5; MOLT-4: 94.0
